# EPAC1 antag – EPAC1 (human) antagonism. O95398. EPAC1 GEF assay, Rap1b-BODIPY-GDP exchange fluorescence. Potency, µM (series often up to 115 µM), for inactives: at the highest dose activity change, negative = inhibition, usual class: inhibitors. 0.14% of 360,000 active. AID 720709;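 further: potency means the concentration at half of the fitted maximal effect; plate controls were vehicle for no effect and positive control for full effect; nearly all actives have a fitted effect of over 50% in size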
# EPAC2 ag – EPAC2 (human) agonism. Q8WZA2. EPAC2 activation, biochemical qHTS; response scale: 100% = 6.5 mM cAMP response. Potency, µM (titrated, usually from 154 µM), for the others: top-dose activation, hits mostly activators. 0.079% of 360,000 active. AID 720711; further: potency means the concentration at half of the fitted maximal effect; nearly all actives have a fitted effect of over 50% in size
#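 Exchange assay: 100 nM EPAC2 with 250 nM Rap1B-BODIPY-GDP and 50 uM GDP. Fluorescence (ex 480/em 540 nm) read every 5 min for 30 min at room temperature. Data normalized to 6.5 mM cAMP as agonist control.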
# IL2 activator – activators of IL-2. IL-2 activation reporter assay, cell-based qHTS; stimulated with anti-CD3/CD4/CD28 beads; in transgenic mouse T cells. activation, % (series mostly up to about 46 µM). 0.065% of 360,000 active; in the data active means activation above about 50%; inconclusive means mostly about 30% to 49%; further: 0% is about no effect
#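 EGFP and DsRed fluorescence is measured by plate cytometry in unstimulated transgenic mouse T cells exposed to compound for 60 minutes, then stimulated 18 hours at 37 degrees C with anti-CD3/anti-CD4 beads plus anti-CD28.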
# EPAC1 agonist – EPAC1 (human) agonism; O95398; 0.073% of 360,000 active; EPAC1 agonist qHTS, biochemical assay; response scale: 100% = response to 6.5 mM cAMP; Potency, µM (doses to about 154 µM), for inactives: at the highest dose activation, usual class: activators; further: potency means the concentration at half of the fitted maximal effect; nearly all actives have a fitted effect of over 60% in size
#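 Multi-concentration qHTS readout: loss of Rap1B-bound BODIPY-GDP fluorescence driven by 100 nM EPAC1 with excess GDP (50 uM), monitored kinetically at room temperature; agonist response expressed relative to 6.5 mM cAMP.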
# CCT modulator – changes cytosolic chaperonin activity | purified chaperonin ATPase assay, HTRF ADP detection, 30 min | activity change, % (concentration not given with the values), hits read low | 0.3% of 360,000 active; in the data active means activity change below about -30%; further: on the % scale 0 is the no-effect control and ±100 the full control effect
#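 First, chaperonin was dispensed at 40 nM or 20 nM final depending on batch activity. Next, compounds were pinned at 76 uM and ATP added at 10 uM. After 30 min at 37 °C, ADP detection reagents ran 30 min at ambient temperature.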
# WRN helicase inh – inhibitors of human WRN helicase; WRN helicase unwinding, fluorescent forked duplex, kinetic; Potency, µM (series often up to 114 µM), inactives show at the highest dose activity change, negative = inhibition, usual class: inhibitors; 0.46% of 360,000 active; further: potency means the concentration at half of the fitted maximal effect; on the % scale 0 is the no-effect control and ±100 the full control effect; nearly all actives have a fitted effect of over 55% in size
#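 Fluorescence dequenching readout, ex 525 nm/em 598 nm, kinetic mode: forked duplex DNA (100 nM final) with adjacent fluorophore and quencher unwound by WRN (20 nM final) with 2 mM ATP. Compound preincubation 15 min, room temperature.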
# PI5P4K alpha inh – inhibitors of human PI5P4K alpha; P48426; PI5P4Kalpha enzyme, ADP-Glo luminescence, 60 min; hits give low values; max response, %; 1.2% of 330,000 active; AID 652105; active means max response of -50% or lower; inconclusive means between -30% and -50%; inactive means -30% or higher; further: value at the top dose of about 77 µM; on the % scale 0 is the no-effect control and ±100 the full control effect
# Target sequence (P48426 whole entry, looked up): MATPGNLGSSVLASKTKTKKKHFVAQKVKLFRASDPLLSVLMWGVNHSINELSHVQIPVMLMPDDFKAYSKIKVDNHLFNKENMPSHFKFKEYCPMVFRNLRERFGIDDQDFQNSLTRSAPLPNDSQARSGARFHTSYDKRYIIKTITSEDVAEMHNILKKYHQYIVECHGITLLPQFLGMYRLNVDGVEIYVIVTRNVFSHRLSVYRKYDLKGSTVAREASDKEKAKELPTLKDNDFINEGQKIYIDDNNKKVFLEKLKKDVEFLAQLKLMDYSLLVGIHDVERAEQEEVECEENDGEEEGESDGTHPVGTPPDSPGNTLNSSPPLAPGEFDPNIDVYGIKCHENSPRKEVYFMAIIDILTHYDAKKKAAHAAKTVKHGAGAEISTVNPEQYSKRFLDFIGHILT
#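 Luminescence from ADP-Glo served as readout of PI5P4Kalpha activity in a qHTS format. Reaction: enzyme, substrate, compound, ATP at 5 microM final, 60 min at RT.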
# PLK1 PBD block – blocks phosphopeptide binding to human PLK1 polo-box domain. Plk1 PBD binding of FITC phosphopeptide, fluorescence polarization. AID 720504. Potency, µM, inactives show max response, negative = inhibition, usual class: inhibitors. 2.8% of 360,000 active; further: potency means the concentration at half of the fitted maximal effect; series mostly up to about 57 µM; on the % scale 0 is the no-effect control and ±100 the full control effect; nearly all actives have a fitted effect of over 65% in size
# Target sequence (P53350 whole entry, looked up, the tested form may be a part): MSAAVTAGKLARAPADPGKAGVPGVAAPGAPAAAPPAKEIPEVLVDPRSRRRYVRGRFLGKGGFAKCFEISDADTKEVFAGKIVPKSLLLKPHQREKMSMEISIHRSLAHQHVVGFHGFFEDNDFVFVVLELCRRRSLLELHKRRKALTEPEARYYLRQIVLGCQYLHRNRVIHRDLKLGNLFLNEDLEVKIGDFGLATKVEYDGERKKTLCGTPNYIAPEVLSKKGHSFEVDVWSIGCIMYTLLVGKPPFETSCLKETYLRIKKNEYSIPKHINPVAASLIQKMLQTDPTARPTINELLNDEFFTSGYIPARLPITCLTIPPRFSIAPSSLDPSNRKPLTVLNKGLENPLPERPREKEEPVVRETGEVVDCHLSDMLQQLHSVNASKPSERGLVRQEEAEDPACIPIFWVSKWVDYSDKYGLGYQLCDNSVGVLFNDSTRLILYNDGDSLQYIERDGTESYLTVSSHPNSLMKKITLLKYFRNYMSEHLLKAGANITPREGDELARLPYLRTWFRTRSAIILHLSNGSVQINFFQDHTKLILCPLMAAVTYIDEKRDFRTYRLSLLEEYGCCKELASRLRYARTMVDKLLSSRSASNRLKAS
# Starred values were filed as active, the others as inactive; ? = inconclusive; nt = not tested or not shown; [ ] = remark or other dose. Unless noted, the call rests on the fitted dose curve; in most records, active means well fitted curve in the direction sought with a large enough effect; inconclusive means small, poorly fitted or top-dose-only effect, or another doubt; inactive means no such curve, though single readings can be large; an effect the other way counts as inactive or inconclusive. A portion of the library. The share of hits here may be higher or lower than overall.
SMILES,EPAC1 antag,EPAC2 ag,IL2 activator,EPAC1 agonist,CCT modulator,WRN helicase inh,PI5P4K alpha inh,PLK1 PBD block
CSCCC(NC(=O)c1ccc([N+](=O)[O-])cc1Cl)C(=O)OCC(=O)NC1CCCC(C)C1C (configuration not stated),-17.6%,-3.6%,-5.2,-5.7%,-2.0,-24.7%,10.7,-8.7%
S=C(NCc1ccccn1)Nc1ccc(Cl)cc1,-10.6%,5.7%,1.7,11.6%,0.5,-4.2%,-0.1,-29.1%
O=C(O)CCS(=O)(=O)Cc1ccccc1Cl,10.8%,4.3%,0.5,2.0%,-0.3,-9.0%,nt,-0.1%
CC(=O)NS(=O)(=O)c1ccc(NC(=O)CSc2ccccc2)cc1,-2.2%,1.7%,0.0,-3.9%,-1.8,-0.1%,1.3,-4.6%
COc1ccccc1C(=O)COC(=O)Cc1c[nH]c2ccccc12,-18.6%,9.8%,-1.0,?,0.4,1.3%,-1.3,0.3%
COc1ccc(C(=O)COC(=O)CCNS(=O)(=O)c2ccccc2)c(OC)c1,-28.2%,0.0%,-1.0,3.8%,-2.1,-0.1%[11.6 µM],?,-6.9%
Cc1cc(=O)n2c(nc3ccccc32)s1,16.8%,-0.1%,-2.0,-5.1%,0.8,8.5%,-15.2,6.1%
O=C(O)C(=O)Cc1c[nH]c2ccccc12,-7.2%,5.7%,-0.4,-9.8%,0.2,0.5%,?,-20.1%
Cc1ccc(-c2nc(CN3CCCCC3c3cccc(F)c3)c(C)o2)o1 (configuration not stated),-8.5%,20.5%,-0.6,2.3%,-2.4,0.4%,-9.2,2.7%
CC(C1CCN(Cc2cn(C)nc2-c2cccc(Cl)c2)CC1)N1CCOCC1 (configuration not stated),-12.3%,1.6%,0.7,-0.4%,0.9,-3.7%,1.5,0.3%
O=[N+]([O-])c1cccc(-c2c(-c3ccccc3)ncc3ccc(F)cc23)c1,-17.4%,10.2%,2.7,-10.5%,-2.2,-7.2%,0.0,-15.5%
COc1ccc(OCCN2CCN(S(=O)(=O)c3ccccc3C#N)CC2)cc1,-11.3%,0.7%,7.5,12.6%,3.5,-11.9%,3.4,-8.2%
NS(=O)(=O)c1ccc(CNC(=S)NCc2ccc(Cl)cc2)cc1,?,13.6%,-0.4,6.4%,1.3,-8.4%,-16.9,-17.4%
Cc1ccc(Cl)cc1NC(=O)c1ccc(CSc2nnnn2C)cc1,-6.8%,1.4%,0.8,2.5%,2.1,1.3%,4.3,-1.3%
O=C(Cn1cnc2ccccc2c1=O)Nc1nnc(C2CC2)s1,-6.6%,13.9%,-1.4,3.9%,-3.5,-2.3%,-7.8,-3.6%
CN(Cc1ccc(F)cc1)C(=O)c1cccc(S(=O)(=O)N2CCN(Cc3ccccc3)CC2)c1,-4.4%,12.4%,-3.0,8.2%,-0.3,-6.4%,8.4,-16.2%
O=C(CC1CCCC1)N1CCN(S(=O)(=O)c2ccc(F)cc2)CC1,10.7%,8.5%,-1.6,-6.2%,-1.2,-9.6%,-1.4,4.7%
COc1cc(NC(=O)C(C)Oc2ccccc2)ccc1NC(=O)COc1ccccc1 (configuration not stated),-20.2%,7.3%,-2.9,16.1%,-0.3,-20.5%,9.1,1.0%
O=C(CN1C(=O)CCS(=O)(=O)c2ccccc21)NCc1ccc2c(c1)OCO2,0.0%,?,-0.2,0.0%,-0.6,-3.9%,1.2,-3.6%
CCc1noc(C)c1C(=O)OCC(=O)Nc1ccccc1SC,7.8%,-5.7%,-4.8,-15.3%,-0.4,9.1%,-1.5,3.4%

# Brought forward from above: 5 entries; new compounds follow.
SMILES,EPAC1 antag,EPAC2 ag,IL2 activator,EPAC1 agonist,CCT modulator,WRN helicase inh,PI5P4K alpha inh,PLK1 PBD block
CN(Cc1ccc(F)cc1)C(=O)c1cccc(S(=O)(=O)N2CCN(Cc3ccccc3)CC2)c1,-4.4%,12.4%,-3.0,8.2%,-0.3,-6.4%,8.4,-16.2%
O=C(CC1CCCC1)N1CCN(S(=O)(=O)c2ccc(F)cc2)CC1,10.7%,8.5%,-1.6,-6.2%,-1.2,-9.6%,-1.4,4.7%
COc1cc(NC(=O)C(C)Oc2ccccc2)ccc1NC(=O)COc1ccccc1 (configuration not stated),-20.2%,7.3%,-2.9,16.1%,-0.3,-20.5%,9.1,1.0%
O=C(CN1C(=O)CCS(=O)(=O)c2ccccc21)NCc1ccc2c(c1)OCO2,0.0%,?,-0.2,0.0%,-0.6,-3.9%,1.2,-3.6%
CCc1noc(C)c1C(=O)OCC(=O)Nc1ccccc1SC,7.8%,-5.7%,-4.8,-15.3%,-0.4,9.1%,-1.5,3.4%
O=C(NC1CCCC1)c1ccc(Br)o1,8.7%,7.7%,-1.4,-3.5%,1.5,12.6%,7.0,-7.2%
Cc1cccc(C(=O)N[C@H](C(=O)Nc2nc(C)cs2)C(C)C)c1,0.9%,0.2%,-3.2,-8.1%,0.3,8.7%,2.0,-0.3%
COc1ccccc1OCCSc1nc2ccccc2n1CC(O)CO (configuration not stated),-15.0%,1.2%,0.7,17.1%,-1.9,-7.8%,0.9,6.7%
CCc1ccc(CN(C)C(=O)C2=CC=CN3CCS(=O)(=O)N=C23)cc1,-4.6%,-4.0%,-2.7,4.0%,-0.6,1.1%,-0.7,-3.8%
COc1ccc(C(C)=O)cc1CS(=O)(=O)CC(=O)O,24.1%,16.4%,-0.4,4.2%,-3.2,7.4%,7.0,-18.9%
COc1ccc(CN(CC(=O)NC2CCCCC2)C(=O)CCCC(=O)Nc2ccccn2)cc1,-27.9%,6.8%,-2.9,3.3%,0.8,0.8%,0.6,-6.0%
Cc1c(Cl)cnc(NC(=O)COC(=O)/C=C/c2ccco2)c1Cl,-21.3%,2.1%,2.6,2.1%,0.6,?,-56.3*,-25.6%
CCOc1ccc(NC(=O)Cn2nnc(C(=O)NCCc3ccc(OC)c(OC)c3)c2N)cc1,13.1%,-9.3%,-1.6,-3.4%,1.5,8.1%,2.7,-5.0%
COc1ccc(S(=O)(=O)N2CCCCCC2)cc1C(=O)NCc1ccc(C)cc1,-31.9%,5.5%,0.1,8.3%,-3.2,-7.7%,5.2,-8.7%
COc1ccc(NC(=S)NCc2ccccc2)c(OC)c1,-11.7%,1.5%,-2.4,0.1%,-0.5,-11.1%,0.6,-4.3%

# Looked up above:
# Under IL2 activator, Cc1ccc(Cl)cc1NC(=O)c1ccc(CSc2nnnn2C)cc1 is entered as 0.8
# Under CCT modulator, COc1ccccc1OCCSc1nc2ccccc2n1CC(O)CO (configuration not stated) is entered as -1.9
# Under EPAC1 antag, O=[N+]([O-])c1cccc(-c2c(-c3ccccc3)ncc3ccc(F)cc23)c1 is entered as -17.4%
# Under PI5P4K alpha inh, COc1ccc(NC(=S)NCc2ccccc2)c(OC)c1 is entered as 0.6
# Under PI5P4K alpha inh, Cc1c(Cl)cnc(NC(=O)COC(=O)/C=C/c2ccco2)c1Cl is entered as -56.3*

# (continued)
SMILES,EPAC1 antag,EPAC2 ag,IL2 activator,EPAC1 agonist,CCT modulator,WRN helicase inh,PI5P4K alpha inh,PLK1 PBD block
COc1ccccc1C(CNC(=O)c1ccc(C)c(S(=O)(=O)N2CCCCC2)c1)N1CCCC1 (configuration not stated),-5.8%,-3.9%,-0.3,3.7%,2.0,1.5%,-4.7,2.9%
CN1CCN(c2ccccc2NC(=O)c2ccc(-c3ccc(Cl)cc3Cl)o2)CC1,-6.9%,5.6%,2.6,2.3%,-2.6,-11.4%,nt,1.8%
Cc1ccc(C(=O)COC(=O)C(C)N2C(=O)C3C4C=CC(C4)C3C2=O)cc1 (configuration not stated),-12.1%,5.4%,0.0,7.6%,0.6,-4.3%,-2.3,-20.2%
CCOC(=O)c1[nH]c(C)c(C(=O)Nc2cccc(Cl)c2C)c1C,1.8%,0.3%,1.9,2.5%,-6.6,1.5%,nt,-0.5%
Cc1ccc(NC(=O)CN2CCN(S(=O)(=O)c3ccc4c(c3)OCCO4)CC2)c(C)c1,1.9%,1.9%,-0.6,-3.2%,1.9,-2.2%,2.0,2.5%
O=C(Cc1ccc(Cl)cc1)Nc1cccc(C(=O)Nc2ccccc2C(=O)O)c1,100µM*,2.7%,1.7,-11.0%,3.3,89.1µM*,?,?
COCCNC(=O)c1ccccc1NC(=O)c1cc(OC)cc(OC)c1,-12.9%,0.7%,-0.4,-5.4%,-1.4,3.1%,-8.5,-11.6%
CCOc1ccc(CCNC(=O)COC(=O)C2CC2)cc1OCC,3.9%,5.1%,0.9,-0.9%,-5.0,-5.7%,0.7,0.1%
CC(C)(C)n1c(=O)[nH]c2c(c1=O)CCC2,8.3%,3.0%,-0.1,0.6%,-5.3,0.6%,-5.0,2.5%
Cn1cccc1C(=O)/C(C#N)=C/c1ccc(F)cc1,1.5%,11.6%,-0.2,3.6%,0.3,-3.6%,0.4,?
CCCCN1CCc2c1nc1ccc(Br)cc1c2N,-5.0%,11.4%,-1.4,2.8%,-2.4,6.6%,nt,-8.6%
Cc1nonc1CN(C)C(=O)CC1C(=O)NCCN1Cc1ccccc1F (configuration not stated),8.6%,-2.1%,0.0,1.1%,0.9,-12.9%,-7.2,1.4%
CCCCC(=O)NC(c1ccc(Cl)cc1)c1ccc2cccnc2c1O (configuration not stated),-4.3%,-12.2%,-0.6,-10.5%,1.2,3.7%,-26.0,26.7µM*
CCOC(=O)Cc1csc(NC(=O)CSc2nncn2C)n1,-0.4%,11.3%,-0.1,1.3%,-0.7,10.1%,2.7,-3.8%
O=C(Nc1ccc(O)c2c(=O)cc(-c3cccc(Cl)c3)oc12)c1ccccc1Cl,8.6%,1.9%,-0.8,2.8%,-1.0,6.4%,1.2,-5.4%
COc1ccc(NS(=O)(=O)c2cn(C)c(=O)n(C)c2=O)c(OC)c1,-27.9%,10.2%,-2.0,5.8%,-2.0,5.0%,57.2,-11.7%
COc1ccc(C2(c3ccc(OC)cc3)NC(=O)NC2=O)cc1,6.2%,3.4%,2.5,0.8%,-0.4,-5.0%,10.0,-1.5%
NS(=O)(=O)c1ccc(NC(=O)c2ccc(Cl)c(S(=O)(=O)NCc3ccco3)c2)cc1,-17.5%,4.0%,-0.7,-10.3%,0.5,-2.2%,0.1,-6.5%
Cc1cc(C)n2cc(COc3ccccc3)nc2n1,12.1%,7.9%,-0.7,-3.4%,-1.2,-13.4%,1.0,-1.2%
O=C(O)C(Cc1ccccc1)N1C(=O)/C(=C/c2ccccc2)SC1=S (configuration not stated),-5.4%,-6.1%,-0.9,-8.3%,-5.3,1.1%,-0.5,?
OC[C@@H]1CN(CCN2CCOCC2)C[C@H](n2cnc3c(NC4CCC4)ncnc32)O1,-5.0%,7.3%,-0.4,21.5%,0.8,-1.5%,-0.1,-1.7%
Cc1ccc(CSc2nc(N)cc(N)n2)cc1,-7.4%,7.0%,-0.5,9.6%,0.6,-28.0%,1.8,-4.8%

# Bioassay records from PubChem BioAssay.
